# Bioassay records (PubChem)
# TROY signal inh: inhibitors of TROY-driven NF-kB signaling, primary screen, Q293 LMP1-TROYcd cells, NF-kB luciferase, uHTS. hit rate 0.98% among 360,000. Q293 LMP1-TROYcd NF-kB luciferase reporter, 4 h. inhibition, % at 10 µM;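 active means compounds whose plate-normalised and pattern-corrected inhibition of the luciferase reporter signal at the single screening dose is 50% or more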
# NOD2-RIPK2 inh: NOD2-RIPK2 binding disruptors in cells, primary screen, fluorescence, CHO cells, BLA complementation. AID 624267, 2012. hit rate 0.38% among 360,000. inhibition, % at 4.98 µM. Receptor-interacting serine/threonine-protein kinase 2 (Homo sapiens), O43353. CCF4 ratio; in the data active means inhibition above about 21%;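 further: 0% = vehicle only and 100% = reference blocker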
# Target sequence (O43353 whole entry, looked up): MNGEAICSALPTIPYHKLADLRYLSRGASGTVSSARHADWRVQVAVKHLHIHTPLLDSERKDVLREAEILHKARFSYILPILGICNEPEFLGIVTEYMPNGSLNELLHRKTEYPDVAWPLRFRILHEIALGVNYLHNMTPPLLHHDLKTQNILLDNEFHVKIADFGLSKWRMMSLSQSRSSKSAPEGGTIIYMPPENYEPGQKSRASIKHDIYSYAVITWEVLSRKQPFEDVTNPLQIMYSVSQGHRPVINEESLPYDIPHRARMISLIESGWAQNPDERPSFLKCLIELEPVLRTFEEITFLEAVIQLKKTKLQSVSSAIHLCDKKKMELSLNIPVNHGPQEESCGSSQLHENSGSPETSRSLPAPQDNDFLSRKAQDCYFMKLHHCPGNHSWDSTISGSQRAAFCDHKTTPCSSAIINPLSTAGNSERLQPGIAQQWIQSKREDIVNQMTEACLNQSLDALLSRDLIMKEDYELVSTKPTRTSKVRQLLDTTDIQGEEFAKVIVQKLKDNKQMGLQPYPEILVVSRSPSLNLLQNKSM
# NCOA3 inh: SRC3 coactivator transcriptional activity inhibitors, primary screen, cell-based, luminescence. inhibition, % at 3.6 µM. Nuclear receptor coactivator 3 (Homo sapiens), Q9Y6Q9. HEK293 GAL4-SRC3 luciferase reporter. hit rate 0.17% among 360,000;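 active means inhibition above a per-campaign cutoff, the mean of all compounds plus 3 SD, cut at about 60% in these data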;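 further: 0% = DMSO-treated cells and 100% = gossypol-treated cells at 36 µM; higher means less SRC3-driven luciferase light from the GAL4 reporter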
# NR2F2 inh: NR2F2 transcriptional activity inhibitors, primary screen, cell-based, luciferase reporter, HEK293T, luminescence | hit rate 0.7% among 370,000 | COUP transcription factor 2 (Homo sapiens), P24468 | HEK293T NGFI-A luciferase reporter | inhibition, % at 8.6 µM | AID 686940, 2013;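 active means inhibition above a per-plate cutoff, mean inhibition of test wells between control levels plus 3 SD, cut at about 38% in these data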;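 further: cells cotransfected with COUP-TFII expression vector driving the NGFI-A reporter; 0% = median of COUP-TF2 test wells and 100% = reporter-only cells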
# TLR9-MyD88 inh: inhibitors of TLR9-MyD88 association in cells, primary screen, cell-based, CHO, BLA complementation, fluorescence; Toll-like receptor 9 (Homo sapiens) + Myeloid differentiation primary response protein …; CCF4 FRET ratio; inhibition, % at 4.98 µM; hit rate 0.21% among 340,000; AID 504734, 2011;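 active means inhibition above the mean over all tested compounds plus 3 SD, cut at about 21% in these data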;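 further: 0% = DMSO only wells and 100% = clavulanate BLA inhibitor control wells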
# TWEAK Fn14 block: inhibitors of TWEAK-Fn14 signaling, primary screen, luciferase reporter cells, uHTS; TWEAK-stimulated Fn14 reporter cells, luciferase luminescence, 8 h; hit rate 2% among 360,000; inhibition, % at 10 µM; in the data active means inhibition above about 50%
# LRH-1 inv ag: LRH-1 (NR5A2) inverse agonists, primary screen, cell-based, luminescence, HEK293T, StAR-luciferase reporter; Nuclear receptor subfamily 5 group A member 2 (Homo sapiens), O00482; LRH-1 transfected, 24 h; inhibition, % at 3.6 µM; hit rate 0.13% among 360,000; AID 602396, 2012;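 active means inhibition above the mean inhibition of all tested compounds plus 3 SD, cut at about 73% in these data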;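 further: 0% = DMSO wells and 100% = reporter-only cells lacking LRH-1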
# Target sequence (O00482 whole entry, looked up): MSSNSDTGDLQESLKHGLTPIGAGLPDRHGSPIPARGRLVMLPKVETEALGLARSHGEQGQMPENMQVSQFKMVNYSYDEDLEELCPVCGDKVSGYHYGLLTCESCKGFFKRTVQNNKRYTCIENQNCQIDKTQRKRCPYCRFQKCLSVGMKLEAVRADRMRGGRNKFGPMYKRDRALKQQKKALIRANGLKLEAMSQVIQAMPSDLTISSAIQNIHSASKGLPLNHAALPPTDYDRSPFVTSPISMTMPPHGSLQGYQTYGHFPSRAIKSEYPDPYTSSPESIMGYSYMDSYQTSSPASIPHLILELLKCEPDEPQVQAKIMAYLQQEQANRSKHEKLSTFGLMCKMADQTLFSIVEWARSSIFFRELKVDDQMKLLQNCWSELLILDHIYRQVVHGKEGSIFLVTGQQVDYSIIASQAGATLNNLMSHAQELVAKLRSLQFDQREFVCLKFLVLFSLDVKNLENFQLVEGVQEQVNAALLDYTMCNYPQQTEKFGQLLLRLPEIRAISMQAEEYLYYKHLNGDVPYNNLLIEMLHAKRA
# NCOA1 inh: SRC1 coactivator transcriptional activity inhibitors, primary screen, cell-based, luminescence; hit rate 0.12% among 360,000; Nuclear receptor coactivator 1 (Homo sapiens), Q15788; AID 588354, 2011; HEK293 GAL4-SRC1 luciferase reporter; inhibition, % at 3.6 µM;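 active means inhibition above the campaign mean plus 3 SD, with each screening campaign given its own cutoff, cut at about 60% in these data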;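 further: 0% = DMSO treated cells and 100% = gossypol at 36 µM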
# C8 TRAIL sens: viability loss with TRAIL in NB7+C8 cells, primary screen, TRAIL sensitizer project, cell-based, ATPlite luminescence; inhibition (viability loss, TRAIL sensitization), % at 10 µM; hit rate 1% among 360,000; AID 624354, 2012;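 active means compounds causing at least 50% loss of cell viability in the single-dose screen, relative to plate controls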
# LMP1 NFkB inh: EBV LMP1-driven NF-kappaB luciferase reporter inhibitors, primary screen, cell-based, luminescence, single point; LMP1-induced NF-kappaB luciferase reporter cells; inhibition, % at 12.5 µM; hit rate 0.69% among 350,000; in the data active means inhibition above about 41%;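 further: 0% = neutral control wells and 100% = reference inhibitor control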
# SRC2 inh: inhibition of GAL4-SRC2 driven luciferase reporter, primary screen, SRC2 inhibitor project, cell-based, luminescence; Nuclear receptor coactivator 2 (Homo sapiens), Q15596; inhibition, % at 9 µM; HEK293 GAL4-SRC2 luciferase reporter; AID 651957, 2012; hit rate 0.17% among 370,000;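 active means inhibition above the mean inhibition of all tested compounds plus 3 SD, set per campaign, cut at about 52% in these data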;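 further: 0% = DMSO treated cells and 100% = cells given Gossypol at 36 µM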
# Numbers without * were called inactive; x = no result given. An excerpt; count on the stated rates, not on these rows.
SMILES,TROY signal inh,NOD2-RIPK2 inh,NCOA3 inh,NR2F2 inh,TLR9-MyD88 inh,TWEAK Fn14 block,LRH-1 inv ag,NCOA1 inh,C8 TRAIL sens,LMP1 NFkB inh,SRC2 inh
O=C(Cc1ccc(Cl)cc1)NCCc1c[nH]c2ccccc12,0,-6,-6,11,-5,7,-1,5,-11,1,-22
N#C/C(=C/N1CCOCC1)c1ccccc1,-26,-2,11,11,-4,5,1,-3,-1,-6,-10
Cc1ccc(S(=O)(=O)N2CC[C@@H]2C(=O)O)cc1,-4,-10,4,0,x,6,-8,-52,10,x,-1
COc1ccc(C(CC(=O)N2CCCC2)c2c(O)cc(OC)cc2OC)cc1 (configuration not stated),-12,10,2,12,-1,-3,-2,-7,0,-4,-13
CN(C)c1ccc(C=c2c3cc(O)ccc3n3c2cc(-c2ccccc2)[n+]3C)cc1,27,-3,26,18,-10,40,31,-1,51*,12,-14
O=C(NCCc1ccncc1)c1ccc2nc(Cc3cccc(Cl)c3)oc2c1,2,4,-27,0,0,-30,-8,0,-7,-7,6
COc1ccccc1N1CCN(C(=O)Cn2c(=O)oc3cc(S(=O)(=O)N4CCCC4)ccc32)CC1,1,1,-23,-4,2,-1,8,-18,-12,5,-15
CC(OC(=O)c1ccc(F)c(S(=O)(=O)N2CCOCC2)c1)C(=O)NC1CCCC1 (configuration not stated),6,-6,-8,9,-6,-3,-2,-15,22,1,1
Cc1ccc(C(C(=O)NC2CCCCC2)N(Cc2ccco2)C(=O)Cn2cnc3ccccc32)cc1 (configuration not stated),-16,6,26,3,5,-14,-6,17,18,10,19
NC(=O)c1ccccc1NC(=O)CC12CC3CC(CC(C3)C1)C2,18,4,6,0,-2,0,7,8,3,-1,17
Cn1ncc(N=Cc2ccc([N+](=O)[O-])cc2)c1C(=O)Nc1ccccc1,-21,-6,2,-10,-3,-22,7,6,13,11,-6
O=C(O)c1cc2c(cn1)[nH]c1ccccc12,-2,-13,4,0,4,-5,-2,-13,-5,3,-30
CC1(C)CC2CC(C)(CN2S(=O)(=O)c2cccc(N)c2)C1 (configuration not stated),19,-2,-6,-5,-4,4,-5,-10,-2,-5,-23
CN(C)c1nc(NCc2ccccc2)nc(Oc2ccc(=O)[nH]n2)n1,-14,-2,2,-11,8,-19,7,-14,-6,5,8
CC(OCC(O)CN(C)CCOc1ccccc1)c1ccc(Cl)cc1 (configuration not stated),-29,13,10,-1,-5,9,11,-4,-1,-3,4
Cc1ccc(C(=O)N(CC(=O)Nc2ccc(Cl)c(Cl)c2)Cc2ccco2)cc1,13,-3,-8,-8,2,26,-1,3,-2,2,-14
CN(CCc1ccccn1)C(=O)c1nn2c(C(F)(F)F)cc(-c3ccco3)nc2c1Cl,1,0,-24,8,-7,-19,0,-1,-4,-1,25
Brc1ccc(-c2ncc3ccccn23)cc1,8,7,8,4,14,4,2,-21,7,-3,-12
CCOC(=O)c1nc(Nc2ccc(C(=O)OC)cc2)c2ccccc2n1,-7,3,-6,5,-5,8,-7,-18,-4,-9,-1
Cc1cc(F)ccc1-c1cc(C(=O)Nc2ccccc2)[nH]n1,-2,-2,-97,-35,x,18,-156,-84,40,x,-11
Clc1ccc(CN2CCN(/N=C/c3ccco3)CC2)cc1,11,3,-1,7,-5,14,-6,-11,-4,-3,-2
O=C(CN(C(=O)CNC(=O)c1cccs1)c1ccccc1F)NC1CCCC1,4,-1,18,17,-1,2,11,-15,-6,1,-26
COc1ccc(COc2cc(-c3cccc(OC)c3)nc3ccc(N)cc23)cc1,-12,31*,10,-125,4,32,-13,-14,13,14,7
CCC(C)C(NC(=O)c1ccc(Cl)cc1)C(=O)Nc1cccnc1 (configuration not stated),2,5,26,21,-4,1,9,4,-10,-18,-10
CCCCn1nc2cc(C(=O)NCc3ccc4c(c3)OCO4)ccc2c1OCC,3,-4,-7,-8,-5,-23,-4,-3,12,4,-11

# Continuation:
SMILES,TROY signal inh,NOD2-RIPK2 inh,NCOA3 inh,NR2F2 inh,TLR9-MyD88 inh,TWEAK Fn14 block,LRH-1 inv ag,NCOA1 inh,C8 TRAIL sens,LMP1 NFkB inh,SRC2 inh
CC(C)N(CC#CCC(O)(c1ccccc1)c1ccccc1)CCO,7,-5,11,6,x,6,17,-14,1,-2,13
COc1cccc(NC(=O)CSc2nnc(C3CCCCC3)n2N)c1,-8,-4,-11,7,-4,-9,-4,11,0,-6,4
O=C(NC(=S)Nc1ccccc1N1CCCC1)c1ccc(-c2cccc([N+](=O)[O-])c2)o1,0,2,15,-11,2,28,-4,-1,-4,-3,-41
CC1=C(C(=O)N(C(C)C)C(C)C)CC(CC(=O)NC2CCCCC2)C(=O)N1CCC1=CCCCC1 (configuration not stated),7,2,7,8,x,3,13,-6,-6,x,22
Cc1ccc(SCC(=O)Nc2ccc(C(=O)Nc3ccc(O)cc3)cc2)cc1,6,-6,2,2,1,-22,4,-5,2,-5,13
O=C(CSc1nnc(CNC(=O)c2cccs2)o1)Nc1cccc(F)c1,-14,2,-1,-11,-1,-8,-2,-13,-15,-6,-20
Cc1ccc(Sc2cc(NCCCO)c([N+](=O)[O-])c3nonc23)cc1,21,3,12,6,-5,55*,-3,3,-13,14,1
COc1ccc(/C=N/NC(=O)c2cc(=O)[nH]c3ccccc23)cc1OC,4,0,10,17,-9,23,-1,18,-5,-2,7
O=C(Nc1ccc(-c2cc3ccccc3oc2=O)c(Cl)c1)c1cccnc1,-12,-6,-17,20,7,-9,11,-58,2,0,7
COc1ccccc1CN1CC(C(=O)NCCn2nc(C)cc2C)CCC1=O (configuration not stated),2,-7,-1,4,3,8,2,2,-7,1,2
O=C(O)COc1ccc(NC(=O)c2ccc3c(c2)C(=O)N(Cc2ccccc2)C3=O)cc1,31,0,-11,0,-8,6,0,-4,2,-1,-11
CC(/C=C/c1ccccc1)=N/NC(=O)CCC(=O)Nc1ccccc1C,6,1,8,-4,-3,11,-13,4,1,-3,-4
O=C(CNC1CCCCC1)Nc1ccc([N+](=O)[O-])cc1C(=O)Nc1ccccc1F,-25,-1,13,9,5,-11,4,-2,10,9,-5
Cc1ccc(Cn2c(=N)c(C(=O)NCc3ccco3)cc3c(=O)n4ccccc4nc32)cc1,32,-12,-3,-13,-18,5,-3,-21,5,10,-7
O=C(CN1CCN(C(=O)CNC(=O)c2ccc(N3CCCC3=O)cc2)CC1)Nc1ccccc1Cl,-4,-3,12,4,-4,-5,0,9,3,-8,-6
O=C(CCn1cccn1)Nc1ccc(-c2ccno2)cc1,-15,-6,-18,-18,-6,-12,-32,-37,4,-6,20
CCO[C@H]1OC(C(=O)NC2CC2)=C[C@@H](C2CCCCC2)[C@@H]1CCCO,-11,2,-1,14,-1,0,-1,-2,7,-7,4
CC1=C(C(=O)N(C)C)C(c2ccc(N3CCOCC3)cc2)NC(=O)N1 (configuration not stated),-4,-7,-4,-4,9,2,-1,12,-7,-1,4
O=c1[nH]c(C2CCCN(S(=O)(=O)c3ccccc3Cl)C2)nc2c1nnn2Cc1ccc2c(c1)OCCO2 (configuration not stated),2,3,0,-1,-10,-7,-8,-9,-3,-12,-14
CCN(C[C@H]1N[C@@](CC)(C(=O)OC)[C@H]2C(=O)N(C)C(=O)[C@@H]12)S(=O)(=O)c1ccc(C)cc1,-11,-1,15,-22,-9,2,-10,7,-6,-1,27
O=CN1CCN(C(=S)NC(=O)c2ccc(Cl)cc2)CC1,-22,10,-3,-2,-3,13,-5,-3,10,-1,13
COc1ccccc1CNC(=O)COC(=O)C1CCN(S(=O)(=O)c2ccc(C)c(C)c2)CC1,23,-1,5,-26,-1,0,12,-4,8,7,-2
NC(N)=N/N=C/c1ccc2cccc(OCc3ccccc3)c2n1,-5,-6,9,-10,11,-38,9,0,22,4,-17
CCCCCCCCC(=O)NC(NC(=S)N1CCOCC1)C(Cl)(Cl)Cl (configuration not stated),14,1,9,-1,-11,11,6,10,-2,1,-3
O=C(NNC(=O)C12CC3CC(CC(Cl)(C3)C1)C2)c1csc(N2CCOCC2)n1,12,-4,0,9,-14,5,3,14,-2,-1,7

# (further entries)
SMILES,TROY signal inh,NOD2-RIPK2 inh,NCOA3 inh,NR2F2 inh,TLR9-MyD88 inh,TWEAK Fn14 block,LRH-1 inv ag,NCOA1 inh,C8 TRAIL sens,LMP1 NFkB inh,SRC2 inh
Cc1cc(C(=O)NCc2ccco2)cs1,-25,-4,-12,-1,-2,-12,-8,-8,6,2,6
CC(=O)N1CCc2cc(S(=O)(=O)NCCC(=O)N3CCN(Cc4ccccc4)CC3)ccc21,-8,-6,-9,0,-1,-2,26,-4,-2,-7,-11
CCC(CC)c1nc(NCCC(=O)O)c2ccccc2n1,-8,9,8,3,4,0,15,-5,-13,1,12
CC(=O)Nc1sc(N)nc1-c1ccccc1,13,-13,3,12,-4,-12,25,9,-7,4,-6
COc1ccc(/C=C2/CC/C(=C\c3ccc(OC)c(OC)c3OC)C2=O)c(OC)c1OC,15,-13,10,-5,1,2,1,13,5,8,24
CCCc1nnc(NC(=O)c2cc3ccccc3oc2=O)s1,x,-13,-3,0,-7,-9,-21,-3,-9,3,-10
CC(CNS(=O)(=O)c1cc(Cl)ccc1Cl)CN(C)C (configuration not stated),12,4,2,-3,7,-15,10,-24,7,-15,-35
Cc1ccc(NC(=O)c2cc(N3C(=O)C4CC=CCC4C3=O)ccc2N2CCOCC2)cc1Cl (configuration not stated),19,1,13,x,13,-22,-17,7,-9,-7,x
COc1ccc(-c2csc(NC(=O)CN3C(=O)C4CC=CCC4C3=O)n2)cc1OC (configuration not stated),3,-14,-14,-14,-17,-6,-7,6,12,4,-16
CC(C)N(c1ccccc1)c1ccc(NC(=O)CCl)cc1,1,16,37,-3,16,62*,51,11,12,-33,41
CCOC(=O)C1CCN(C(=O)c2ccc(OC3CCN(C(=O)CCOC)CC3)cc2)CC1,-22,-13,2,-13,0,1,2,-2,-6,6,-9
COc1cc(Cc2cc(OC)c(O)c(OC)c2)cc(OC)c1O,13,12,2,-5,-5,-3,22,-21,17,0,12
O=C(NCc1ccc2c(c1)OCO2)C1CCC(CNS(=O)(=O)c2ccc(Cl)cc2)CC1 (configuration not stated),7,2,16,6,16,-4,8,-3,-8,-1,-3
O=C(Nc1cccc(F)c1)C1CCN(C(=O)c2ccc(Br)cc2)CC1,-23,-3,19,1,5,-18,-6,-10,8,-12,2
Cc1oncc1C(=O)NC(C)C,-5,-12,15,6,1,1,0,5,-8,1,16
CCOc1ccc(NC(=O)CN(C)C(=O)c2c(-c3ccccc3)noc2C)cc1OCC,-7,-8,17,-13,2,-1,-11,6,1,6,-15
